KKLEB tox – counter-screen for CF NF-kB inhibitors: cytotoxicity; KKLEB CF airway cells viability, ATPlite luminescence, overnight; active compounds read low; cells stimulated with P. aeruginosa culture filtrate; activity change (cytotoxicity), % at 5 µM; actives 0.36% (n = 360,000); AID 602141;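 active = corrected activity change at or below -50% at 5 µM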
NR2E3 ag-1 – human photoreceptor-specific nuclear receptor agonism | actives 0.35% (n = 360,000) | CHO-S Gal4-NCOR/VP16-NR2E3 two-hybrid, luciferase | inhibition of corepressor binding, % at 3.98 µM | Q9Y5X4 | AID 602229;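 active = inhibition above the mean of all tested compounds plus 3 SD, cut at about 70% in these data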;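 also: 0% = DMSO with NR2E3 transfected cells and 100% = cells lacking NR2E3 construct; higher means lower luciferase signal from less NR2E3 corepressor binding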
Target sequence (Q9Y5X4 whole entry, looked up, the tested form may be a part): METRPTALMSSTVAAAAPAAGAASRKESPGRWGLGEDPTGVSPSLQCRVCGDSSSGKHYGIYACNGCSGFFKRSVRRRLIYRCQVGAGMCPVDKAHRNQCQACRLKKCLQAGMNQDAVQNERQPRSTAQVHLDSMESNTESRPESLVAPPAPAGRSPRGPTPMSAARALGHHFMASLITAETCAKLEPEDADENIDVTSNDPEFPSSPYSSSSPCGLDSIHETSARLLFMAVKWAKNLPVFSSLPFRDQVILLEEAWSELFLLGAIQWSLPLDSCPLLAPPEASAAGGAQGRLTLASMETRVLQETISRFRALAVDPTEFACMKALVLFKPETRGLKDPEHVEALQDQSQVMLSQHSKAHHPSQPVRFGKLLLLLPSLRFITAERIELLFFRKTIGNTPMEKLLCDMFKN
MITF TRPM1 inh – inhibitors of MITF-driven TRPM1 promoter in melanoma cells; SK-MEL-5 TRPM1 promoter luciferase, 24 h; inhibition, % at 12.5 µM; actives 0.83% (n = 330,000); AID 488899;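 active = mean inhibition across replicates of 60% or more, whatever share of single replicates reaches that level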; also: values of inactives mirror those of a sister screen read the other way
TWEAK-Fn14 inh – blocks TWEAK-Fn14 interaction in a reporter cell assay. TWEAK-stimulated Fn14 reporter cells, luciferase luminescence, 8 h. inhibition, % at 10 µM. actives 2% (n = 360,000). AID 1159606; in the data active = inhibition above about 50%
aDG glyco up – alpha-DG glycosylation activation. Pro5-aDG cells, alpha-DG glycosylation AlphaScreen (IIH6); 0% Pro5, 100% B10-LARGE cell signal. activation, % at 10 µM. actives 0.22% (n = 360,000);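 active = activation of at least 8% versus controls, or a plate z-score of at least 8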;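 also: Pro5 are CHO cells carrying HIG-tagged alpha-DG that lacks glycosylation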
Shn3 inh set2 – inhibitors of Schnurri-3 3'UTR reporter in osteoblasts | actives 0.52% (n = 360,000) | inhibition, % at 12.5 µM | AID 588674 | Clone20 osteoblast Shn3 3'UTR firefly luciferase, 24 h;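 active = mean inhibition of at least 75% with every replicate also reaching 75%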;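 also: 0% = median of neutral control wells and 100% = pilot-screen positive control compound; some compounds past the cut are filed as inactive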
CF NFkB inh – blocks PAF-induced NF-kB reporter in cystic fibrosis cells; KKLEB NF-kB-GFP reporter, GFP fluorescence overnight; actives 0.86% (n = 360,000); inhibition, % at 5 µM; AID 588850;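 active = at least 50% inhibition at 5 µM, scaled per plate between neutral and stimulator controls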;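 also: PAF is a Pseudomonas aeruginosa culture filtrate used as stimulus; plate controls were PAF-stimulated DMSO wells for no effect and unstimulated DMSO wells for full effect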
hiPSC survival – hiPSC single-cell survival enhancement. actives 0.044% (n = 360,000). ATPlite luminescence; 100% = ROCK inhibitor wells, 0% = DMSO. survival enhancement, % at 20 µM; in the data active = survival enhancement above about 18%;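 also: cells exposed to compounds for 16 hours before the ATP read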
NR2E3 ag-2 – NR2E3 (human) agonism. Q9Y5X4. GST-NR2E3/biotin-RetCOR TR-FRET, 1536-well. inhibition of corepressor binding, % at 4.78 µM. actives 0.12% (n = 320,000). AID 2300;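 active = percent inhibition above the cutoff of mean plus 3 SD of all tested compounds, set per screening campaign, cut at about 20% in these data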;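 also: 0% = DMSO wells and 100% = biotin wells as full block of FRET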
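system = GST-tagged NR2E3 plus biotinylated RetCOR corepressor | input = 1.35 nM GST-NR2E3 | also added = 7 nM biotin-RetCOR | schedule = 5 h incubation at 4 °C | measured by = TR-FRET with europium anti-GST and streptavidin-D2, 340 nm excitation | read-out = percent loss of FRET ratio relative to control wells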
Peg3 promoter – inhibitors of Peg3 promoter; actives 1.7% (n = 360,000); HeLa PEG-Prom luciferase reporter, luminescence, overnight; inhibition, % at 20 µM; AID 588405;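 active = inhibition of at least 50% at 20 µM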
HIF-2a block – HIF-2a inhibition. inhibition, % at 18.8 µM. AID 624352. actives 0.72% (n = 360,000). 786-0 RCC cells HIF-2a reporter, luciferase luminescence, overnight;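 active = inhibition of the luminescence signal of 40% or more relative to plate controls, in a single-dose primary screen at 18.75 µM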
Numbers without * were called inactive; . = no result given. Outcome played no part in choosing rows; 4.4% or so of the library scored in one or more.

no.	compound	KKLEB tox	NR2E3 ag-1	MITF TRPM1 inh	TWEAK-Fn14 inh	aDG glyco up	Shn3 inh set2	CF NFkB inh	hiPSC survival	NR2E3 ag-2	Peg3 promoter	HIF-2a block
1	CC(C)C(=O)N1CCN(c2ccccc2NC(=O)c2cccc3ccccc23)CC1	3	5	-3	0	0.1	23	12	-0.6	1	10	-1
2	CCOc1ccc(N2CC(C(=O)Nc3ccc(OC)c(S(=O)(=O)N4CCCCC4)c3)CC2=O)cc1 (stereo not given)	-2	28	17	-7	0.1	12	-2	1.9	1	-13	-3
3	CCOCCCn1c(=S)[nH]c2cc(C(=O)N3CCN(c4ccccc4)CC3)ccc2c1=O	-16	-7	0	28	2.9	-7	-9	-0.5	0	11	3
4	COc1cccc(OC)c1C(=O)Oc1ccc2c(c1)O/C(=C\c1ccncc1)C2=O	-17	-4	10	50	0.4	49	18	0.2	0	30	33
5	COC(=O)c1c(C)[nH]c(C(C)=O)c1C	0	-16	4	14	0.6	-12	-9	-0.7	0	3	-1
6	CCc1[nH]nc2c1C(c1ccc(Br)s1)C(C#N)=C(N)O2 (stereo not given)	-1	-18	13	34	0.2	-19	8	0.3	7	11	41*
7	COc1ccccc1NC(=O)c1ccc(S(=O)(=O)N2CCCC2)cc1	-1	-35	-5	31	0.0	6	2	0.7	1	-4	-9
8	Cc1ccccc1NCN1C(=O)C2CCC(C)(C1=O)C2(C)C (stereo not given)	10	-15	-6	9	-0.1	-7	-16	1.4	-3	4	14
9	COc1cccc(-c2nc(-c3ccccc3)[nH]c(=O)c2C#N)c1	-10	-12	3	2	0.0	-30	-14	-1.0	8	-2	12
10	OCC1(CCOc2ccccc2)CCN(CC2=Cc3cc(Cl)ccc3OC2)CC1	6	-3	3	20	3.5	45	2	-0.5	-1	20	3
11	O=[N+]([O-])c1cc2c(c(CSc3nnnn3-c3ccc(O)cc3)c1)OCOC2	-5	-31	2	8	-0.6	27	9	-1.0	-2	34	11
12	CN(C(=O)COC(=O)c1cc2ccccc2cc1O)c1c(N)n(Cc2ccccc2)c(=O)[nH]c1=O	-4	-9	3	4	-0.1	-7	-9	-0.2	-5	-7	-4
13	CC1C/C(=N/NC(=O)c2cccs2)CC(C)(C)C1 (stereo not given)	-10	-112	8	15	-0.1	-19	8	2.3	-3	-4	16
14	c1ccc(N2CCN(c3nc4cc5c(cc4s3)OCCO5)CC2)cc1	2	-111	-35	11	0.0	-45	8	-1.6	0	-220	-188
15	O=C(NC1CC1)c1cc(Cl)ccc1[N+](=O)[O-]	1	-29	3	1	-0.1	-3	-3	-1.3	-1	7	18
16	CCOC(=O)C1(C)CCCN(C(=O)c2ccc(C)c(F)c2)C1 (stereo not given)	-20	5	.	-6	0.2	1	10	5.4	.	2	1
17	O=C(NCCn1c(C(F)(F)F)nc2cc(C(F)(F)F)ccc21)[C@H]1CCCN1c1nc(CN2CCCCC2)cs1	2	15	0	2	0.1	-11	8	-3.4	3	-7	-1
18	O=C(CSc1nc2cc3c(cc2c(=O)n1CCC1=CCCCC1)OCO3)NCc1ccco1	-16	-21	7	-18	0.0	28	22	-0.2	-1	1	-19
19	Cc1ccc(-c2csc3ncnc(-n4nc(C)cc4N)c23)cc1	1	4	-6	10	-0.3	-8	2	1.5	-1	-20	11
20	Cc1noc(C)c1-c1ccc(C(=O)Nc2ccccc2)c2occc12	-8	-139	.	11	-0.1	-172	-62	-1.8	.	-360	-381
21	CCOC(=O)C1CCN(C(=O)c2ccccc2NC(C)=O)CC1	-3	-10	-17	3	-0.2	-19	-2	2.6	2	-55	-35
22	CC(C)(C)C(=O)CC1(O)C(=O)N(Cc2ccc(Cl)cc2)c2ccccc21 (stereo not given)	-8	23	13	9	-0.1	3	6	-1.7	-2	25	17
23	C/C(=N/NC(=O)CN1CCN(Cc2ccccc2)CC1)c1ccc([N+](=O)[O-])cc1	-6	-14	7	-16	-0.2	.	-9	1.6	-3	18	5
24	CCOC(=O)n1cnc2nc(N)nc(SC)c21	10	4	6	1	0.1	-16	0	3.1	.	-6	5

Nos. 14 to 21, reprinted for reference:
no.	compound	KKLEB tox	NR2E3 ag-1	MITF TRPM1 inh	TWEAK-Fn14 inh	aDG glyco up	Shn3 inh set2	CF NFkB inh	hiPSC survival	NR2E3 ag-2	Peg3 promoter	HIF-2a block
14	c1ccc(N2CCN(c3nc4cc5c(cc4s3)OCCO5)CC2)cc1	2	-111	-35	11	0.0	-45	8	-1.6	0	-220	-188
15	O=C(NC1CC1)c1cc(Cl)ccc1[N+](=O)[O-]	1	-29	3	1	-0.1	-3	-3	-1.3	-1	7	18
16	CCOC(=O)C1(C)CCCN(C(=O)c2ccc(C)c(F)c2)C1 (stereo not given)	-20	5	.	-6	0.2	1	10	5.4	.	2	1
17	O=C(NCCn1c(C(F)(F)F)nc2cc(C(F)(F)F)ccc21)[C@H]1CCCN1c1nc(CN2CCCCC2)cs1	2	15	0	2	0.1	-11	8	-3.4	3	-7	-1
18	O=C(CSc1nc2cc3c(cc2c(=O)n1CCC1=CCCCC1)OCO3)NCc1ccco1	-16	-21	7	-18	0.0	28	22	-0.2	-1	1	-19
19	Cc1ccc(-c2csc3ncnc(-n4nc(C)cc4N)c23)cc1	1	4	-6	10	-0.3	-8	2	1.5	-1	-20	11
20	Cc1noc(C)c1-c1ccc(C(=O)Nc2ccccc2)c2occc12	-8	-139	.	11	-0.1	-172	-62	-1.8	.	-360	-381
21	CCOC(=O)C1CCN(C(=O)c2ccccc2NC(C)=O)CC1	-3	-10	-17	3	-0.2	-19	-2	2.6	2	-55	-35

Next section.
no.	compound	KKLEB tox	NR2E3 ag-1	MITF TRPM1 inh	TWEAK-Fn14 inh	aDG glyco up	Shn3 inh set2	CF NFkB inh	hiPSC survival	NR2E3 ag-2	Peg3 promoter	HIF-2a block
25	CSc1ccc(CN(C)C(=O)CNC(=O)CNS(=O)(=O)c2ccc(C)c(C)c2)cc1	-3	3	17	30	-0.1	6	-4	-0.4	-1	-15	-8
26	Cc1c(C(=O)OC(C)C)nnn1-c1nonc1N	-11	-12	0	-2	0.9	-8	-6	-2.2	1	4	-13
27	CC(=O)Nc1ccc(NC(=O)c2ccc(-c3ccnn3C)c3ccoc23)cc1	-3	-43	.	1	-0.2	19	5	0.8	.	-80	61*
28	Clc1ccc(CN2CCN(c3ncccn3)CC2)cc1Cl	-1	-22	5	-2	0.2	19	22	0.2	3	-3	-15
29	CCC(=O)Nc1ccc(-c2ccc(N3CCCCC3)nn2)cc1	8	-154	-81	-7	-0.1	-84	-15	-0.5	-1	-305	-272
30	COC(=O)N[C@@H]1C[C@H]2[C@@H]3CC[C@H]4C[C@@H](OC)CC[C@]4(C)[C@H]3CC[C@@]12C	-2	-21	10	16	0.0	26	29	5.6	3	3	6
31	CCOC(=O)c1cc(C(=O)OCC)c2ccccn2c1=O	-12	-39	-1	-1	-0.2	13	8	0.9	-1	6	4
32	Nc1cc(=O)[nH]c(SCC(=O)N2CCc3ccccc3C2)n1	-11	-17	7	13	0.0	-4	-13	2.2	3	2	23

New compounds follow:
The line under a structure holds: KKLEB tox	NR2E3 ag-1	MITF TRPM1 inh	TWEAK-Fn14 inh	aDG glyco up	Shn3 inh set2	CF NFkB inh	hiPSC survival	NR2E3 ag-2	Peg3 promoter	HIF-2a block
33	CS(=O)(=O)N(CC(=O)NCc1ccncc1)c1cc(Cl)ccc1Cl
    -2	-16	-4	-9	-0.2	-2	4	-0.6	-2	10	22
34	CCc1cc(CNC(=O)CC2C(=O)NCCN2Cc2c(F)cccc2Cl)on1 (stereo not given)
    4	15	-13	4	0.2	1	5	1.3	3	1	10
35	NCCC(=O)NCCc1cnc[nH]1
    23	32	-4	-9	0.4	12	7	3.5	2	-3	11
36	Clc1ccc(-c2nnc(-c3ccccc3)nc2N2CCSCC2)cc1
    -2	-20	-4	-24	-0.1	15	-6	3.1	2	1	-8
37	CC(C)C(OC(=O)c1cccc(S(=O)(=O)NCC(F)(F)F)c1)C(=O)NC(N)=O (stereo not given)
    -4	16	3	8	-0.3	20	-8	-0.3	1	17	18
38	COc1ccc(S(=O)(=O)NC(C(=O)OCC(=O)Nc2ccc(N3CCOCC3)cc2)C(C)C)cc1 (stereo not given)
    0	4	-4	-8	0.0	18	24	1.4	.	-7	-12
39	O=C(Cn1cnc2c(OCc3ccccc3)ncnc21)N[C@H](CO)Cc1cc2ccccc2[nH]1
    7	-10	4	-1	-0.3	-35	-1	-1.8	.	5	1
40	COc1ccc(C2C(C(C)=O)=C(O)C(=O)N2c2nccs2)cc1 (stereo not given)
    -2	-8	1	0	0.2	-7	5	-1.5	3	-1	5
41	CN(C(=S)Nc1ccc(F)cc1)C(c1ccccc1)c1ccccc1
    9	-16	-7	-10	0.2	49	-8	-0.3	-4	11	22
42	COc1cccc(-c2sc3ccccc3c2-c2ccc(OCCN(C)C)cc2)c1
    -39	22	18	-9	1.2	13	49	-4.6	.	94*	79*
43	O=C(Oc1ccc(Cl)cc1)N1CCCCC1
    2	-40	-70	-19	0.2	-57	2	0.8	-1	-111	-127
44	COc1cccc(/C=C2/SC(=S)N(CC(=O)Nc3nnc(C)s3)C2=O)c1
    1	-14	-10	-26	-0.1	-8	15	0.0	.	-18	10
45	C=C(C)CNC(=S)NNC(=O)c1ccncc1
    -6	-15	3	3	-0.1	3	6	0.6	0	16	15
46	Cc1ccccc1C(=O)N1CCC(C(=O)Nc2ccccc2Cl)CC1
    -2	21	1	0	-0.2	4	4	0.3	6	20	14
47	CCOc1ccc(CCNC(=O)CCNS(=O)(=O)c2ccc(Br)cc2)cc1OCC
    -5	-12	5	12	0.4	12	4	-0.2	-1	11	4
48	N#Cc1ccccc1CSc1nnc(Cc2ccccc2)o1
    -2	-32	-16	-5	-0.4	-5	-10	2.2	1	-43	-66
49	CN(CC(=O)Nc1ccccc1Cl)C(=O)c1ccccc1Sc1ccccc1C#N
    -7	20	9	-16	0.1	5	-37	0.3	-4	6	0
50	Cc1ccc2c(CN(C)Cc3ccc(Cl)cc3)cc(=O)oc2c1
    1	-43	-33	-8	0.2	-7	4	-0.5	2	-53	-93
51	NNS(=O)(=O)c1ccc(N2CCCC2=O)c([N+](=O)[O-])c1
    4	-8	-8	-4	1.2	-2	20	-1.8	0	-13	14
